Neddyl block = inhibitors of human cullin neddylation; TR-FRET cullin neddylation, biochemical; calls only at 25 µM; 360,000 compounds, 0.58% hits; AID 651699; in the data active means inhibition above about 36%
Target sequence (P61081 whole entry, looked up): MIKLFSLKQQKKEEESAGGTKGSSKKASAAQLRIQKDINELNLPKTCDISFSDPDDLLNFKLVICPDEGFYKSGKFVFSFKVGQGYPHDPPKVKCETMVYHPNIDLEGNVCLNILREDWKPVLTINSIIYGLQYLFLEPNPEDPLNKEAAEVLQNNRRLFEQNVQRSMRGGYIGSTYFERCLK
Target sequence (Q13564 whole entry, looked up): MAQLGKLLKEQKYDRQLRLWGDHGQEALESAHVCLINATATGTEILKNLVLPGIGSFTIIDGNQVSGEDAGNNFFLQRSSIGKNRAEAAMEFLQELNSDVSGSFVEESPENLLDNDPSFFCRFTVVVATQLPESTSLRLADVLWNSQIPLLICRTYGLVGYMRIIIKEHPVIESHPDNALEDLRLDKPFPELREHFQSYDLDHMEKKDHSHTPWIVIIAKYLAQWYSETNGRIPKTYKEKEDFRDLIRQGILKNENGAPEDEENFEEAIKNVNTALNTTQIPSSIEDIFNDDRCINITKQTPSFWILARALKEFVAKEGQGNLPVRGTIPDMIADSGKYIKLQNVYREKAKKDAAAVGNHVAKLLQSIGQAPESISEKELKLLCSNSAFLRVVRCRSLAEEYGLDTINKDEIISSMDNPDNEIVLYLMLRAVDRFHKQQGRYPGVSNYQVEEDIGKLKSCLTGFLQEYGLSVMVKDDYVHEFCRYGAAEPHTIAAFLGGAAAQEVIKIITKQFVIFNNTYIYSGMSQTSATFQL
CSN deneddyl inh = CSN deneddylation inhibition. Q92905. Purified CSN, SCF-Nedd8-OG deneddylation, fluorescence polarization. inhibition, % at 12.5 µM. 360,000 compounds, 0.38% hits;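 active means pattern-corrected inhibition above about 35%, with an unprinted fluorescence ratio check between 0.5 and 1.5, limit read from the data, passing the limit was not always enough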;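 further: 0% = enzyme with substrate and 100% = substrate without enzyme; some results filed as inactive read as strong as hits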
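assay system = purified human Csn5 enzyme expressed in HEK293T cells | amount = 0.24 nM enzyme | buffer or medium = Tris/NaCl/DTT buffer, pH 7.5 | reagent = 10 nM SCFSkp2-Nedd8OG | compound = one concentration, 12.5 µM, 0.25% DMSO | times = 90 min reaction at room temperature | signal = FP | read-out basis = % inhibition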
FAS TE block = FAS thioesterase (human) inhibition | P49327 | AID 602261 | inhibition, % at 15 µM | 360,000 compounds, 0.67% hits | recombinant FAS-TE, OMFH fluorogenic substrate, fluorescence endpoint;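 active means compounds whose normalised, plate-corrected inhibition of enzyme fluorescence in the single-dose primary screen is 50% or more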;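 further: 0% = DMSO with enzyme and 100% = substrate without enzyme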
MT1-MMP act inh = inhibitors of human MT1-MMP activation | HT1080 RFP-PRO-GFP cells, GFP/RFP ratio fluorescence, overnight; percent of plate control window, DMSO zero | GFP/RFP ratio change, % at 20 µM | 360,000 compounds, 0.061% hits | AID 651647;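 active means GFP/RFP ratio change of at least 30% with cell ATP level not reduced by more than half and red fluorescence within 50% of control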; further: strong numbers were not always called active
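Material – HT1080 RFP-PRO-GFP cells · Control set – DMSO wells and RFP-L50D-GFP cells · Incubation – overnight cell settling, then overnight compound exposure, 37 °C, 5% CO2 · Compound dosing – single-point 20 µM compound, 1% DMSO · Read-out – GFP/RFP fluorescence ratio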
NadD block = inhibitors of Staphylococcus aureus NadD; inhibition, % at 20 µM; purified NadD enzyme, colorimetric absorbance read-out; 360,000 compounds, 0.78% hits; in the data active means inhibition above about 26%; further: some compounds past the cut are filed as inactive
MLLE-PAM2 inh = blocks PAM2 peptide binding to the PABP1 MLLE domain. GST-MLLE / FITC-PAM2 fluorescence polarization. inhibition, % at 20 µM. 360,000 compounds, 0.36% hits. AID 588489; in the data active means inhibition above about 35%, passing the limit was not always enough;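 further: plate controls were DMSO wells with GST-MLLE for no effect and wells lacking GST-MLLE protein for full effect; some results filed as inactive read as strong as hits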
Rin1-Abl PPI inh = inhibitors of human Rin1-Abl protein interaction. TR-FRET Rin1/Abl binding, biochemical. 360,000 compounds, 0.4% hits. P00519+Q13671. inhibition, % at 7.35 µM; in the data active means inhibition above about 5%, passing the limit was not always enough
Rpn11 block = inhibitors of human proteasome Rpn11; O00487; human 26S proteasome, Ub4-pepOG fluorescence polarization; 20S core pre-blocked with epoxomicin; calls only at 20 µM; 360,000 compounds, 0.59% hits; AID 588493;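 active means inhibition at 20 µM, scaled to each plate's controls, above about 33%, limit read from the data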
Target sequence (O00487 whole entry, looked up): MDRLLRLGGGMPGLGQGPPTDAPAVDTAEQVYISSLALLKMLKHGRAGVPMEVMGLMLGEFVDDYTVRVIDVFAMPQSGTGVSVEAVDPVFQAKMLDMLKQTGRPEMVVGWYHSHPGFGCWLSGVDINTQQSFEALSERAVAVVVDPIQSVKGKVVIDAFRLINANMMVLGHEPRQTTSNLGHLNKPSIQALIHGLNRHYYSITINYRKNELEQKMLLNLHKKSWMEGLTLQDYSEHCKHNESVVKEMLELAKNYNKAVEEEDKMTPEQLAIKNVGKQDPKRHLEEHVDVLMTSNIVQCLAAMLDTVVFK
SKN-1 block = C. elegans SKN-1 inhibition; C. elegans VP596 Pgst-4::GFP/RFP ratio, acrylamide-induced, 24 h; inhibition, % at 21.8 µM; 360,000 compounds, 0.49% hits;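 active means interference check ratio from 0.5 to 1.5 plus GFP to RFP signal ratio inhibition reaching or exceeding a fixed threshold, cut at about 30% in these data, passing the limit was not always enough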; further: some compounds called inactive have numbers as strong as hits
Numbers without * were called inactive; i = inactive; · = no result given.

Molecule,Neddyl block,CSN deneddyl inh,FAS TE block,MT1-MMP act inh,NadD block,MLLE-PAM2 inh,Rin1-Abl PPI inh,Rpn11 block,SKN-1 block
CCOC(=O)c1c(/N=C/N(C)C)sc(C=O)c1-c1ccccc1,i,-4,-1,-2,7,-3,-34,i,-3
CC(=O)Nc1cc(-c2ccc(Cl)cc2)[nH]n1,i,0,-3,-5,1,-2,0,i,3
Cc1ccc(C(=O)Oc2cc(-c3ccccc3)no2)cc1,i,1,-4,0,3,-2,0,i,-12
CCOC(=O)N1CCN(C(=O)COc2ccc(S(=O)(=O)Nc3ccc(OCC)cc3)cc2)CC1,i,-2,-2,-9,-1,9,2,i,-5
Cc1cc(C)nc(SCC(=O)Nc2ccc(N3CCOCC3)c(Cl)c2)n1,i,4,-2,-1,2,4,2,i,-1
COc1cc(/C=C(/C#N)C(=O)NCCCc2ccccc2)ccc1OCC(=O)O,i,0,-5,5,15,-127,-3,i,26
CSc1ncccc1C(=O)Nc1ccc(S(=O)(=O)Nc2nccs2)cc1,i,-1,-6,6,-2,-9,1,i,-11
N#CN=C(c1ccccc1)c1ccccc1,i,2,-4,4,0,1,-1,i,-12

An excerpt taken from the entries so far, for reference:
Molecule,Neddyl block,CSN deneddyl inh,FAS TE block,MT1-MMP act inh,NadD block,MLLE-PAM2 inh,Rin1-Abl PPI inh,Rpn11 block,SKN-1 block
CCOC(=O)c1c(/N=C/N(C)C)sc(C=O)c1-c1ccccc1,i,-4,-1,-2,7,-3,-34,i,-3
CC(=O)Nc1cc(-c2ccc(Cl)cc2)[nH]n1,i,0,-3,-5,1,-2,0,i,3

(list continues)
Molecule,Neddyl block,CSN deneddyl inh,FAS TE block,MT1-MMP act inh,NadD block,MLLE-PAM2 inh,Rin1-Abl PPI inh,Rpn11 block,SKN-1 block
Cc1cc(C(=O)Nc2cccc(S(=O)(=O)N3CCOCC3)c2)c2ccccc2n1,i,-1,0,-4,3,-13,2,i,-7
CCCOc1ccc(C(=O)Nc2c[nH]c(=O)[nH]c2=O)cc1,i,1,-8,1,1,-8,0,i,0
CCN1CCN(c2cc(C)c3cc(NC(=O)c4cnccn4)ccc3n2)CC1,i,-2,-8,0,-1,13,-3,i,2
CCOc1ccc(N2C=Nc3ccc(OCC)cc3C2)cc1,i,-8,4,4,-5,1,-1,i,-8
CCOC(=O)C1CCCN(c2c(Nc3cccc(C)c3)c(=O)c2=O)C1 (stereo not drawn),i,1,-6,1,-4,4,-2,i,-10
c1ccc(Nc2nc(NCC3CCCO3)c3ccccc3n2)cc1 (stereo not drawn),i,0,1,4,-7,-8,2,i,19
CC1(C)S[C@@H]2[C@H](NC(=O)C(NC(=O)N3CCNC3=O)c3ccccc3)C(=O)N2[C@H]1C(=O)O (stereo partly drawn),i,2,-3,-1,-4,0,-1,i,17
COc1ccc(C(=O)NC(=S)NNC(=O)c2ccco2)cc1,i,2,-2,10,-1,-15,-2,i,3
Clc1cccc(/C=N/Nc2nnc(Cl)c3ccccc23)c1,i,11,2,-2,8,-17,-2,i,22
COc1cccc(CC(NC(C)=O)C(=O)NC2CCN(C(=O)c3ccncc3)CC2)c1OC (stereo not drawn),i,-1,-4,2,-6,1,1,i,3
CC(=O)N1CCN(S(=O)(=O)c2ccc(S(=O)(=O)N3CCCC(C)C3)cc2)CC1 (stereo not drawn),i,4,-4,0,4,-3,-1,i,6
O=C(O)c1c[nH]c2c([N+](=O)[O-])cccc2c1=O,i,10,-9,-1,2,15,0,i,3
CCCN(CCC)C(=O)c1ccc2c(c1)N(Cc1ccccc1)C(=O)CS2=O (stereo not drawn),i,-1,-7,-1,-3,4,-3,i,9
CN(C)CCCN(C(=O)COc1ccc(Cl)cc1)c1nc2ccc(F)cc2s1,i,15,3,-4,-7,4,-2,i,-17
O=C(OCc1ccccc1)c1c(-c2ccccc2)oc2c1C(OCCO)CCC2 (stereo not drawn),i,-4,16,5,-8,·,·,·,22
CNC(=O)Cn1nc(-c2ccc(Cl)cc2)c2ccccc2c1=O,i,-6,-7,-1,-2,8,-3,i,1
Cc1cccc(C(=O)NC(=S)NCc2ccccc2)c1,i,1,30,2,-3,6,-1,i,-11
CC(=O)N1CCOc2ccc(S(=O)(=O)NCc3ccc(C)cc3)cc21,i,-4,-3,-2,-4,-2,1,i,3
CCOC(=O)C1(C)CCCN(C(=O)c2ccc(-c3ccccc3)cc2)C1 (stereo not drawn),i,-2,5,1,-7,-5,2,i,20
FC(F)Oc1cccc2cccnc12,i,-4,-12,-2,-4,1,-4,i,-5
c1ccc(-c2cccc(-c3ccccc3)n2)cc1,i,3,21,-1,1,6,4,i,31
COc1ccc(-c2c(C)nn(-c3ccccc3)c2N)cc1OC,i,2,-3,6,2,2,2,i,18
CCOc1ccc(N(CC(=O)Nc2ccccc2Cl)S(C)(=O)=O)cc1,i,1,3,-5,-8,9,-1,i,8
COc1cc(C=O)ccc1OCC(=O)Nc1ccccc1N1CCOCC1,i,-4,-3,-1,-4,11,4,i,14
S=C(Nc1ccc(Cl)cc1Cl)NC1CCN(Cc2ccccc2)CC1,i,-3,-9,5,-7,9,0,i,-6
Cn1nc([N+](=O)[O-])nc1Sc1ccc(C(C)(C)C)cc1,i,2,-110,0,0,12,-6,i,5
O=c1[nH]c2ccc(NC(=S)Nc3ccc(Cl)cc3)cc2[nH]1,i,7,5,4,-2,26,-1,i,-11
CCc1nnc(NC(=O)c2cnccn2)s1,i,3,0,0,0,13,3,i,16
CSc1ccccc1C(=O)OCC(=O)NC1CCS(=O)(=O)C1 (stereo not drawn),i,-12,-4,-3,-1,26,4,i,1
Cc1ccccc1-c1nc(CN2CCCC(C(=O)NCc3cccnc3)C2)c(C)o1 (stereo not drawn),i,7,-10,1,0,1,-3,i,-9
Cc1cc(N2C(=O)[C@@H]3[C@H](C2=O)[C@@H]2C[C@H]3C(Br)C2Br)no1 (stereo partly drawn),i,-2,4,5,0,8,2,i,-9
Cc1ccc(C)c(NC(=O)CN(C)C(=O)c2cc(C3CC3)nn2-c2ccccc2)c1,i,-5,1,-3,-2,-6,2,i,-5
Cc1ccc(NC(=O)c2ccc(F)c(S(=O)(=O)N3CCOCC3)c2)cc1F,i,1,6,11,-4,-1,0,i,-20
COc1ccccc1NC(=O)c1cc2c(=O)n(C)c3ccccc3c2n1C,i,4,7,4,-4,-2,-2,i,-5
Cc1nc2ccccc2c2oc(C(=O)NCCCN3CCCC(C)C3)cc12 (stereo not drawn),i,1,-6,-2,-3,4,2,i,4
CC(C)CCN1CCN(Cc2ccon2)CC1CCO (stereo not drawn),i,-5,1,3,-5,-13,2,i,-13
O=C(NCC1(c2ccccc2)CCCC1)c1ccco1,i,2,-2,0,-8,12,-2,i,7
O=C(c1ccc(COc2ccccc2Cl)o1)N1N=C(C(F)F)CC1(O)C(F)F (stereo not drawn),i,2,18,3,-5,7,-3,i,-2
CC(=O)Nc1ccc(NC(=O)/C=C/c2ccc3c(c2)OCO3)cc1,i,-2,-6,-1,-1,8,0,i,1
O=C(Nc1cccc(C(=O)N2CCN(c3ccc(F)cc3)CC2)c1)c1ccccc1,i,2,5,0,6,-6,-3,i,7

Some entries already given, reduced to MT1-MMP act inh, CSN deneddyl inh and Rpn11 block.
Molecule	MT1-MMP act inh	CSN deneddyl inh	Rpn11 block
COc1ccc(C(=O)NC(=S)NNC(=O)c2ccco2)cc1	10	2	i
Clc1cccc(/C=N/Nc2nnc(Cl)c3ccccc23)c1	-2	11	i
COc1cccc(CC(NC(C)=O)C(=O)NC2CCN(C(=O)c3ccncc3)CC2)c1OC (stereo not drawn)	2	-1	i

Going on with the list:
Molecule,Neddyl block,CSN deneddyl inh,FAS TE block,MT1-MMP act inh,NadD block,MLLE-PAM2 inh,Rin1-Abl PPI inh,Rpn11 block,SKN-1 block
CC(C(=O)N1CCOCC1)N1C(=O)C2C3CC(C(Br)C3Br)C2C1=O (stereo not drawn),i,-1,-14,1,-4,-5,-3,i,11
CCCCN(C(=O)NC(=O)Nc1nc2ccc(OC)cc2s1)S(C)(=O)=O,i,-3,-8,12,1,26,1,i,7
COc1cccc(NC(=O)CSc2nnc(-c3ccoc3C)n2C)c1,i,8,-3,0,-13,-12,2,i,7
CSc1c(-c2ccccc2)nc2ccccc2c1C(=O)O,i,1,-7,-1,1,9,0,i,-1
CN1C(=O)/C(=C\c2ccc(N(C)C)cc2)OC1=S,i,92,-113,-124,0,58,-3,·,14
COC(=O)[C@@]12C[C@@H](CC(=O)N3CCOCC3)C(=O)N(Cc3ccccc3)C1=CCC(C)(C)C2,i,-8,·,-2,·,·,·,·,-4
COc1ccc(NS(=O)(=O)c2ccc(C)c(C(=O)N3CCN(Cc4cc(OC)ccc4OC)CC3)c2)cc1,i,-4,2,1,-3,-6,4,i,-4
C[C@@H]1CC[C@]2(O[C@H](CCO)C[C@@H](O)[C@@H]2O)O1,i,0,-6,9,1,-4,4,i,-7
CSc1nc2cc(Oc3cccc(Cl)c3Cl)c(Cl)cc2[nH]1,i,-9,16,5,3,4,0,i,12
COc1ccc(-c2cc3nc4n(c(=O)c3s2)CCCCC4)cc1,i,-5,10,2,-1,-5,0,i,12
O=C(Oc1ccccc1C(=O)N1CCOCC1)c1ccccc1,i,-1,-5,-2,-3,-2,2,i,-1
CCn1c(C(=O)N2CCCC(C(=O)NCCc3ccc(C)cc3)C2)cc2sccc21 (stereo not drawn),i,-3,12,3,0,-2,6,i,-2
COCCN(C(=O)COC(=O)c1cccnc1Cl)c1c(N)n(Cc2ccccc2)c(=O)[nH]c1=O,i,1,-4,3,3,-7,0,i,-4
COc1ccc(CC(=O)N(C)Cc2cccc(OC)c2OC)cc1S(=O)(=O)N1CCOCC1,i,1,-8,4,9,-2,3,i,-15
CCOC(=O)c1c(CN2CCNCC2)nc2ccc(Cl)cc2c1-c1ccccc1,i,0,-16,-13,-5,-5,2,i,-4
O=C(Nc1ccc(N2CCOCC2)c(Cl)c1)c1ccccc1F,i,-2,-2,3,-2,-3,1,i,11
Cc1ccc(S(=O)(=O)N2CCCCC2C(=O)N(C)c2ccccc2)cc1 (stereo not drawn),i,0,2,-1,-3,6,-1,i,2
COCCN(C(=O)COC(=O)CCS(=O)(=O)c1ccccc1)c1c(N)n(Cc2ccccc2)c(=O)[nH]c1=O,i,-1,-7,·,0,-45,2,i,-3
C[C@H]1CN([C@@H](C)CO)C(=O)CCCn2cc(nn2)CO[C@@H]1CN(C)S(=O)(=O)c1cccc(F)c1,i,3,-7,3,-5,3,-1,i,-10
Cc1ccc(N2C(=O)[C@@H]3C(C(=O)CCN4C(=O)c5ccccc5C4=O)=NN[C@@H]3C2=O)cc1,i,3,-14,2,8,-2,0,i,-4
Cc1ccc(NS(=O)(=O)c2ccc(C(=O)NCCCN3CCCC3=O)cc2)cc1,i,2,-2,-4,0,-6,-1,i,18
Cc1ccc(-c2nc3ccc(C)cn3c2CC2CCCCC2)cc1,i,10,19,-9,5,·,·,·,5
CCCCN(CC)CCCNC(=O)c1cn(-c2ccc(OC)cc2)c(=O)c2ccccc12,i,0,4,-2,-7,0,-2,i,4
CN(C)c1nc(SCCOC(=O)c2ccccc2)nc(N(C)C)n1,i,4,-10,4,-6,13,-1,i,3
COc1cc2c(cc1OC)C(C)N(C(=S)Nc1ccccc1)CC2 (stereo not drawn),i,-3,-1,6,5,-127,3,i,16
O=C1c2ccccc2C(=O)N1Cc1nc(-c2ccccn2)no1,i,1,-2,-2,6,1,1,i,3

Rows are unselected. Share with any hit: about 3.9%.
